# Source: PubChem BioAssay
# ADAM10 inh – ADAM10 inhibition, QFRET primary screen. inhibition, % at 7 µM. AID 720582. recombinant ADAM10, EDANS/DABCYL FRET peptide cleavage, 3 h. hit rate 0.62% among 370,000;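 active = inhibition above a per-campaign cutoff equal to the mean of compounds falling between control-based bounds plus 3 SD, cut at about 20% in these data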;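 also: 0% = DMSO wells while the 100% control is not disclosed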
# hcDAF12 agonist – activates DAF-12 receptor from parasite H. contortus | HEK293 hcDAF-12 lit1-tk-luc reporter, luminescence; 0% DMSO, 100% Δ7-dafachronic acid | activation, % at 6.8 µM | hit rate 1.4% among 370,000;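 active = activation above the mean of all tested compounds plus 3 SD, cut at about 5.5% in these data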;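 also: 100% = response to 3 µM Δ7-dafachronic acid high control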
# ssDAF12 agonist – activators of S. stercoralis DAF-12 nuclear receptor | AID 652126 | activation, % at 6.8 µM | HEK293 ssDAF-12/GRIP1 lit1-tk-luc reporter, luminescence; % of 3 µM dafachronic acid response | hit rate 1% among 370,000;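 active = activation above the mean over all tested compounds plus 3 SD, cut at about 0.9% in these data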;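 also: 0% = DMSO-only wells and 100% = 3 µM delta7-dafachronic acid wells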
# SMARCA2 activ – increases SMARCA2 function in MMTV reporter cells; MG213 cells, MMTV-luciferase reporter, dexamethasone, overnight; activation, % at 9.1 µM; hit rate 1% among 370,000; in the data active = activation above about 7.8%;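 also: 0% = vehicle wells and 100% = reference activator wells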
# sPLA2-III inh – Inhibits HGIII-sPLA2 liposome hydrolysis, primary screen. Q9NZ20. QFRET BODIPY PC-A2 liposome hydrolysis, fluorescence. inhibition, % at 12.2 µM. hit rate 0.56% among 370,000;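 active = inhibition above mean plus 3 SD of compounds lying within the high and low control bounds, cut at about 19% in these data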;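 also: 0% = median of test compound wells and 100% = no enzyme DMSO wells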
# FXN GAA850 act – frataxin GAA850 promoter activation; HEK293 lucGAA850 FXN promoter luciferase reporter, 24 h; percent of 10 µM SAHA response; activation, % at 6 µM; hit rate 0.56% among 360,000; AID 540364;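 active = activation above the average of all compounds screened plus 3 SD, cutoff fixed separately per campaign, cut at about 7.5% in these data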;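 also: 0% = DMSO wells and 100% = 10 µM SAHA wells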
# DAX1 inh-1 – DAX1 (NR0B1) inhibition, primary screen; inhibition, % at 6.8 µM; AID 652010; HEK293T StAR-luciferase reporter, SF-1/DAX-1 repression relief; hit rate 1.1% among 370,000;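 active = inhibition above the mean over all tested compounds plus 3 SD, cut at about 3.6% in these data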;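 also: 0% = DAX-1 cells with DMSO and 100% = cells lacking DAX-1 with DMSO; higher inhibition means more luminescence from relief of DAX-1 repression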
# NPR2 activator – GC-B (human) receptor activation; HEK293-GC-B cells, CNP EC30, cGMP TR-FRET; 0% at EC30 CNP, 100% saturating CNP; activation, % at 10 µM; hit rate 0.11% among 370,000;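 active = activation at 10 µM reaching about 35% in either raw or pattern-adjusted values, limit read from the data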
# Target sequence (P20594 whole entry, looked up): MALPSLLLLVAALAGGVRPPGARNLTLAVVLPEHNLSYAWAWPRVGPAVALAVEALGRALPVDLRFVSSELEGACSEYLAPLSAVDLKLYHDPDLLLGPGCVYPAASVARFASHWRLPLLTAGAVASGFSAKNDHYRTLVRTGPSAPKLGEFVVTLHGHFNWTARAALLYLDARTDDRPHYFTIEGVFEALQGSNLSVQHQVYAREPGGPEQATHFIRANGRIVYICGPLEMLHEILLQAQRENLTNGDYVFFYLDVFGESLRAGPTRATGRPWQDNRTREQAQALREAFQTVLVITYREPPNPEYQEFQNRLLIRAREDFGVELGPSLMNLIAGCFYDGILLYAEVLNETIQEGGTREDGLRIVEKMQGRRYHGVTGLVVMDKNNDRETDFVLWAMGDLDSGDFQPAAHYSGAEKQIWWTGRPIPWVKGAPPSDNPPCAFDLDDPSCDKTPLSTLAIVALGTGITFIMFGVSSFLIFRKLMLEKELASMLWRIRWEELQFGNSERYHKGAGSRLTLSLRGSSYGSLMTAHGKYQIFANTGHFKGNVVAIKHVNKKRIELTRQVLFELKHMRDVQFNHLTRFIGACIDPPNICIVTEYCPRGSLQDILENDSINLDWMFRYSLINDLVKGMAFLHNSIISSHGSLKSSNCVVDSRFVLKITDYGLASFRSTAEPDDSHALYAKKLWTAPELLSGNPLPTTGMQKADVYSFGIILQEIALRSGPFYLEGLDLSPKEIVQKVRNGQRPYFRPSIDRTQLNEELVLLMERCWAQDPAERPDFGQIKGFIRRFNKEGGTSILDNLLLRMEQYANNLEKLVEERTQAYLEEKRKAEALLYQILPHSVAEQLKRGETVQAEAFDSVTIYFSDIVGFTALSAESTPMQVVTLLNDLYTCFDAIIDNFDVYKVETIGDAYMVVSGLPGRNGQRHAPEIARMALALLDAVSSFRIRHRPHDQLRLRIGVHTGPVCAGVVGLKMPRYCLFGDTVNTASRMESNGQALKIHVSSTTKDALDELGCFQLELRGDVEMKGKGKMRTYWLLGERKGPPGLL
# hgDAF-12 ag – activates the H. glycines DAF-12 receptor ligand-binding domain | hit rate 1.8% among 370,000 | activation, % at 6.8 µM | HEK293 GAL4-hgDAF12 UAS-luciferase reporter, agonist luminescence; normalized to butyrate control | AID 687014;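 active = activation above a cutoff set at the mean of all screened compounds plus 3 SD, cut at about 10% in these data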;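 also: 0% = DMSO wells and 100% = sodium butyrate wells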
# DAX1 inh-2 – inhibits human nuclear receptor DAX1. inhibition, % at 6.75 µM. AID 504766. HEK293 Gal4-DAX1 luciferase reporter, luminescence. hit rate 0.99% among 340,000. P51843;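 active = inhibition above the mean over all tested compounds plus 3 SD, cut at about 4.2% in these data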;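 also: 0% = DAX1-transfected cells with DMSO and 100% = empty-vector control cells with DMSO; inhibition shows as a rise in luminescence from relieved DAX1 repression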
# NPR1 activator – GC-A (human) enzyme activation. P16066. HEK293 GC-A cells, cGMP TR-FRET, EC30 ANP; 0% at EC30 ANP, 100% saturating ANP. activation, % at 10 µM. hit rate 0.14% among 370,000. AID 1671463; in the data active = activation above about 40%
# Starred values were filed as active, the others as inactive; x = not tested or not shown.
SMILES,ADAM10 inh,hcDAF12 agonist,ssDAF12 agonist,SMARCA2 activ,sPLA2-III inh,FXN GAA850 act,DAX1 inh-1,NPR2 activator,hgDAF-12 ag,DAX1 inh-2,NPR1 activator
CC(C)CC(OC(=O)c1cccs1)C(=O)NCc1ccco1 (configuration not stated),-3,-0.7,-1.2,-2,-4,2.8,0.3,1,-0.2,-1.5,3
CC(C)CN(CCCNC(=O)CN1N=C(c2ccc(Cl)cc2)CCC1=O)CC(C)C,-1,1.8,-0.7,-3,25*,-2.6,-0.1,-8,0.9,0.2,-3
COc1ccc(CNC(=O)COC(=O)CN2C(=O)C3CCCCC3C2=O)cc1 (configuration not stated),3,0.0,-1.3,-1,2,-0.6,0.4,-4,1.8,1.6,1
NNC(=O)C=C1CCN(c2ncc(C(F)(F)F)cc2Cl)CC1,3,-1.0,-0.9,-2,1,-0.7,0.2,0,-1.6,-0.2,0
C=CCSc1n[nH]c(-c2ccc(OC)cc2)n1,2,3.5,-0.5,4,4,2.5,2.0,0,12*,2.2,4
CCNC(=O)NC(=O)C(C)OC(=O)C1CCN(S(=O)(=O)c2ccccc2F)CC1 (configuration not stated),-2,0.3,-1.4,0,-5,1.6,0.1,4,4.3,-0.2,3
Cc1cccc(CC(=O)NC2CCN(C)CC2)c1,-5,-0.2,-0.7,-1,-2,1.9,0.3,0,0.5,1.9,0
Cc1cc(SCc2ccc(Cl)c(Cl)c2)nc(=O)[nH]1,10,-2.0,-0.7,0,-7,3.5,0.6,-5,2.5,0.7,-1
CC(C)Cn1c(SCC(=O)N2CCN(C(=O)c3ccco3)CC2)nc2ccccc2c1=O,-1,-1.4,-1.6,-1,8,2.7,0.0,-3,2.9,3.2,-6
COC(=O)C(C)Sc1nc2c(c(=O)n(C)c(=O)n2C)n1CCC(C)C (configuration not stated),1,-2.3,-1.7,0,3,1.2,0.6,-1,1.7,-1.2,12
C=C1c2ccccc2NC(=O)N1c1ccc(OC)cc1,-3,0.1,-0.8,9.1*,-1,1.1,2.9,5,10.0,1.3,1
CCOc1ccc(N(C)S(=O)(=O)c2cnc[nH]2)cc1,-6,-1.0,-1.5,-3,-2,0.3,-0.2,3,0.2,0.9,2
COc1ccc(C(C(=O)NC(C)(C)C)N(C(=O)CCC(=O)Nc2cc(C)on2)c2cccc(C)c2C)cc1 (configuration not stated),2,-0.3,-0.8,-1,0,-0.7,-0.2,-12,1.0,-0.3,-27
C=CCNC(=S)Nc1ccc(N(C)C)cc1,-3,2.4,-0.7,0,15,2.2,1.6,-6,6.6,1.3,-10
COc1ccc(-c2nnc(N(C)C(=O)c3cccnc3)s2)cc1,8,1.6,-0.3,5,7,3.5,0.8,0,3.6,1.0,-2
CC1(NC(=O)/C=C/c2nc3ccccc3s2)CCS(=O)(=O)C1 (configuration not stated),-81,1.4,-0.2,4,-1,1.0,-0.1,2,2.5,0.8,-1
O=C(NCCc1ccccc1)c1nnc(CS(=O)(=O)c2ccccc2)o1,7,-0.5,-1.3,-1,-30,-0.5,-1.1,-10,0.2,-0.5,5
Cc1cc(C)c2oc(-c3ccc(C)c(NC(=S)NC(=O)c4cccs4)c3)nc2c1,-5,7.7*,0.7,5,0,-0.1,0.2,-6,6.9,3.5,-4
Cc1cc(C(=O)N/N=C/c2ccco2)n[nH]1,-7,0.1,-1.2,-2,11,3.3,0.5,-1,7.8,1.9,-5
O=C(Nc1ccc(Br)cc1)c1cc([N+](=O)[O-])cc([N+](=O)[O-])c1,7,-0.1,-0.7,-3,4,0.8,0.1,1,-0.1,-0.8,-4
COc1ccc(C2CC(=O)c3c(ccc4ccccc34)N2)cc1OC (configuration not stated),0,0.8,-0.4,-4,6,-1.3,0.4,-2,-0.1,0.7,-4
Cn1c2ccccc2c2ncn(CCC3=CCCCC3)c(=O)c21,-143,1.1,-0.2,6,-9,3.4,0.1,-7,3.9,0.2,1
C[C@H](CO)N1C[C@H](C)[C@H](CN(C)C(=O)c2ccccc2)Oc2cc(Br)ccc2S1(=O)=O,-12,-0.1,-0.6,-5,12,1.9,-0.5,2,1.7,-0.4,-1
Cc1ccc(C(=O)CSc2nnnn2C(C)C)c(C)c1,-13,3.4,-1.2,-2,-20,-5.9,0.6,0,2.3,-2.4,2
CCCCN1C2=NCCCN2c2ccccc21,0,-2.2,-1.0,-2,11,0.5,0.2,-2,-2.0,-0.5,-1

# Following part:
SMILES,ADAM10 inh,hcDAF12 agonist,ssDAF12 agonist,SMARCA2 activ,sPLA2-III inh,FXN GAA850 act,DAX1 inh-1,NPR2 activator,hgDAF-12 ag,DAX1 inh-2,NPR1 activator
Cc1ccccc1NC(=O)CSC1=NCCN1,-2,1.6,-0.2,0,-3,1.2,0.4,6,-0.5,2.0,-1
Cc1ccc(N2CC(C(=O)N3CCC(C(=O)Nc4nnc(C(C)C)s4)CC3)CC2=O)cc1 (configuration not stated),4,-3.9,-1.1,0,-8,-0.6,0.3,0,-1.8,-1.1,0
CCc1noc(C)c1C(=O)OCC(=O)NCCc1ccc(OC)cc1,-3,0.7,-1.1,0,7,0.2,0.6,0,0.9,1.8,0
O=C1CCCN1CN(C(=O)c1ccc2c(c1)OCO2)c1cccc(Cl)c1,-1,-0.7,-0.8,-3,1,-0.8,-0.9,-10,-0.8,-0.5,-7
CN(C)CCCn1cnc2c1c(=O)[nH]c(=O)n2Cc1ccccc1,6,-2.4,-1.0,-2,19,0.8,-0.1,9,0.2,0.8,1
O=C(NC1CCCC1)C(C1CC1)n1c(-c2ccnc3ccccc23)nc2ccccc21 (configuration not stated),-15,-0.6,-0.9,-1,5,x,-0.3,-9,-2.1,x,-16
CC1CN(CCOc2ccc(Cl)cc2Cl)CC(C)O1 (configuration not stated),-4,-0.9,-1.1,0,2,3.0,-0.6,-1,1.6,0.0,2
Cc1ccsc1CN(C)Cc1nc(C2CC2)no1,3,1.5,-1.0,-2,4,2.4,0.4,1,4.2,-1.1,3
CC(C)Nc1ccc(C(CC(N)=O)NC(=O)c2ccccc2)cc1[N+](=O)[O-] (configuration not stated),4,-0.4,-1.4,0,5,2.8,-0.7,7,-1.1,-0.5,0
O=C(CSc1nnc(N2CCOCC2)n1-c1cccc(F)c1)N1CCN(c2ccccn2)CC1,-14,-1.1,-0.8,-1,1,0.6,-0.8,-1,-1.2,0.9,0
Cn1c2ccccc2c2nnc(N/N=C/c3ccc(O)cc3)nc21,3,-0.7,-0.6,-6,15,0.8,0.0,-4,1.4,x,8
c1ccc(NN(Cc2cnccn2)c2ccccc2)cc1,5,-1.5,-0.3,3,6,0.1,-1.1,-5,1.4,-0.5,-6
O=C(CSc1ncccc1C(=O)O)c1ccccc1F,2,-0.1,-0.8,4,-9,0.5,0.2,0,1.4,0.1,-1
COc1cc2cc(CCCOC(=O)c3ccc(C#N)cc3)oc(=O)c2cc1OC,2,1.0,-1.1,1,5,1.1,-0.2,-8,1.8,0.8,0
Cc1nc2ccc(NC(=O)COc3ccccc3F)cc2s1,-3,0.9,-0.7,5,-1,4.5,2.2,-2,8.9,3.8,1
O=C(O)Cc1csc(NC(=O)CSc2nnnn2-c2ccc(O)cc2)n1,-9,-0.5,-0.7,-4,7,-0.8,-0.1,5,-0.4,-0.3,-1
CC1N(O)C(C)(C)C(c2ccccc2)=[N+]1[O-] (configuration not stated),0,-1.4,-0.6,1,1,2.5,0.6,-5,-2.9,1.0,1
N#Cc1ccc(Cn2ccc3ccc(-c4ccc5ccn(C(=O)c6ccccc6)c5c4)cc32)cc1,-24,-1.7,-0.6,-3,1,x,-2.1,0,1.5,x,-2
CC[C@@H]1Cc2[nH][nH]c(=O)c2[C@H](CC(C)C)O1,-7,1.2,-1.1,1,-8,x,-0.3,-2,0.1,x,0
Cc1c(C(=O)N2CCC(C(N)=O)CC2)sc(N)c1C#N,4,-0.1,-0.3,-2,16,-2.4,0.0,1,2.2,0.1,5
NC(=O)c1c(NC(=O)CN2CCN(S(=O)(=O)c3ccccc3)CC2)sc2c1CCC2,-14,-2.5,-1.7,-2,-15,-0.5,-2.3,-1,-2.3,-0.7,-2
CC(=O)N(c1nc(CCl)cs1)c1ccc(C)cc1C,-10,0.3,-1.1,-3,9,-1.2,-0.1,-4,3.8,1.5,1
Cc1c(C)c2ccc(OS(C)(=O)=O)cc2oc1=O,-325,-2.0,-1.8,2,-4,2.1,-0.3,0,-0.8,-0.3,0
CC(NC(=O)Cc1ccccc1)c1cc2c(cc1Br)OCCCO2 (configuration not stated),-9,-0.3,-0.9,-5,7,-1.3,-0.5,-3,0.7,-0.2,-10
CN(CC(=O)Nc1cccc(F)c1)CC(=O)Nc1cccc(S(=O)(=O)N(C)c2ccccc2)c1,5,-2.2,-2.2,-3,-38,-1.2,-3.5,-1,-4.1,-1.4,0

# Further results follow:
SMILES,ADAM10 inh,hcDAF12 agonist,ssDAF12 agonist,SMARCA2 activ,sPLA2-III inh,FXN GAA850 act,DAX1 inh-1,NPR2 activator,hgDAF-12 ag,DAX1 inh-2,NPR1 activator
O=[N+]([O-])c1cccc(CN(CCO)Cc2ccccc2)c1,-3,-2.1,-1.2,-1,-1,4.8,-1.0,1,-1.9,-0.1,-2
O=S(=O)(N(Cc1ccccc1)[C@H](CO)Cc1ccccc1)N(Cc1ccccc1)[C@H](CO)Cc1ccccc1,15,-0.4,-1.4,1,1,0.9,-0.5,-14,4.9,0.2,-5
CCN(CC(=O)Nc1ccccc1OC)C(=O)c1ccc(NC(=O)c2cccs2)cc1,-4,-1.0,-1.2,-1,-10,0.2,-1.9,1,-1.0,-0.9,1
C[C@H](CO)N1C[C@H](C)[C@@H](CN(C)C(=O)Nc2ccccc2)Oc2ccc(NC(=O)Cn3cnnn3)cc2C1=O,-9,3.5,-0.6,-4,-2,0.4,1.4,2,1.6,1.1,2
COc1ccc(CCNC(=O)CCCOc2ccc(C)cc2)cc1OC,-1,-2.4,-1.5,-4,14,3.0,-0.3,0,-2.9,-1.4,-2
c1cnc(N2CCN(Cc3ccc4c(c3)OCO4)CC2)cn1,-34,-1.0,-1.6,-1,-2,1.1,0.6,4,-2.6,-0.9,0
O=C(O)Cc1ccc(O)cc1,-3,-0.4,-0.9,-2,12,1.1,0.2,-2,0.6,1.9,2
CCOc1cc(CN2CCCCCC2)ccc1OC,10,-1.6,-0.8,-3,-3,4.0,0.1,7,-1.1,-1.5,-2
O=C1CCCC(O)=C1N=Nc1ccc2ncsc2c1,9,1.6,0.7,2,1,2.4,-0.6,-8,8.4,-0.4,-9
Cc1ccccc1NC(=S)NCCc1c[nH]c2ccccc12,-1,6.0*,-0.1,2,9,0.8,-0.5,2,1.8,1.1,5
CCCC(=O)NC(c1ccco1)c1cc([N+](=O)[O-])c2cccnc2c1O (configuration not stated),12,0.0,-0.8,6,11,2.8,-0.1,4,2.0,-0.3,-4
NC(=O)c1nccc2ccccc12,-3,0.7,-0.1,4,-3,0.0,0.3,-1,2.3,4.1,0

# This is a random part of the collection. About 6.6% of those tested had a hit in this group.
